RXFP1 antag: antagonists of human relaxin receptor RXFP1 | Q9HBX9 | HEK293-RXFP1, relaxin-stimulated cAMP HTRF, 30 min; stronger effect = lower value | activity change, negative = inhibition, % at 57.5 µM | 350,000 tested, 0.59% active;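 active = activity change of -60% or lower, but not beyond a set lower limit; inconclusive = change between -60% and -40%, or beyond the set limit; inactive = change above -40%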; note: % is set by controls: 0 for no effect and ±100 for the full control effect
Target sequence (Q9HBX9 whole entry, looked up): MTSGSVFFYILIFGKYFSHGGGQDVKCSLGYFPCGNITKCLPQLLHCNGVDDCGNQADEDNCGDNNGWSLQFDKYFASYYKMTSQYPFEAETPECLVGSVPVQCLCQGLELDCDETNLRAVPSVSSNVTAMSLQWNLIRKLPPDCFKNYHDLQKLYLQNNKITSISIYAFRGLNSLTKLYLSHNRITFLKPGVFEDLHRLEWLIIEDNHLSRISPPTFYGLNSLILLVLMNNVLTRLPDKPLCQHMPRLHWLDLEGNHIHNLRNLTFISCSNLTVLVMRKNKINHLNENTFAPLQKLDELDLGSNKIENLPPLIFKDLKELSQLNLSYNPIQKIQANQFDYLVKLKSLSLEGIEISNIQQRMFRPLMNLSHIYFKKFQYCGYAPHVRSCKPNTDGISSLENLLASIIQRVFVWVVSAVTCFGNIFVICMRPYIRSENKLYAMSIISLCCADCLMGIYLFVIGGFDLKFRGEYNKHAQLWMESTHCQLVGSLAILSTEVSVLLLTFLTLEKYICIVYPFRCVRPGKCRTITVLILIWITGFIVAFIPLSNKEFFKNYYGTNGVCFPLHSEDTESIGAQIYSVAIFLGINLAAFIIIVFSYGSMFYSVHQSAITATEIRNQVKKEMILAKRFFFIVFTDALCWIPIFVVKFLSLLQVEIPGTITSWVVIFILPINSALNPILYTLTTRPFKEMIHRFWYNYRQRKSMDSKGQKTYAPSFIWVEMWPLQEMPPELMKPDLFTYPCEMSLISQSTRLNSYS
D2 antag: antagonists of human D2 dopamine receptor. 340,000 tested, 2% active. inhibition, % at 10 µM. P14416. AID 485344. HEK293 TREx D2 cells, calcium flux, dopamine EC80; in the data active = inhibition above about 30%; note: 0% is about no effect
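Overnight-induced (tetracycline, 30 C) HEK293 T-REx cells carrying force-coupled D2 receive a no-wash calcium dye, then compound, then EC80 dopamine at 180 s; signals are read kinetically throughout.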
D2 PAM: positively modulates the human D2 dopamine receptor allosterically. P14416. HEK293 T-REx D2, calcium flux, EC20 dopamine potentiation. potentiation, % at 10 µM. 340,000 tested, 0.34% active. AID 485347;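 active = potentiation over 3 SD above the plate norm, cut at about 30% in these data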; note: 0% is about no effect
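Primary screen. Calcium kinetics in induced HEK293 T-REx D2 cells: compound pre-addition 180 s, EC20 dopamine, 180 s more.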
D2 agonist: activates the human D2 dopamine receptor; HEK293 T-REx D2 cells, calcium flux agonist mode; activation, % at 2 µM; 340,000 tested, 0.53% active;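 active = activation over 3 SD above normal in the single-dose calcium agonist read, cut at about 30% in these data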; note: 0% is about no effect
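Calcium-flux readout, 1 cycle/sec over 180 s following compound pin transfer, in inducible HEK293 Trex D2 cells (force-coupled); dopamine controls included. Positive calcium responses during this window marked compounds as potential agonists.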
D1 agonist: human D1 receptor agonism; HEK293 T-REx D1 cells, calcium flux, agonist mode; activation, % at 2 µM; 360,000 tested, 1% active; note: 0% is about no effect
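Inducible HEK293 T-REx D1 cells, force-coupled to calcium signalling, were plated at 4000 cells/well with tetracycline and held overnight at 30 C. After no-wash calcium dye loading, compound-evoked calcium rise over 180 s flagged agonists.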
D1 antag: blocks dopamine activation of the human D1 receptor; P21728; HEK293 TREx D1 cells, calcium flux, dopamine EC80; stronger effect = lower value; activity change, negative = inhibition, % at 10 µM; 360,000 tested, 3.2% active; in the data active = activity change below about -30%; note: % is set by controls: 0 for no effect and ±100 for the full control effect
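Calcium flux readout: force-coupled, inducible Hek293 Trex D1 line, cells induced overnight at 30 C with tetracycline, dye-loaded 30–90 min at RT. Antagonism scored against EC80 dopamine challenge given 180 s after compound.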
TRHR PAM: TRH receptor (human) allosteric enhancement. enhancement, % at 2 µM. TRHR cells, fluo-8 calcium fluorescence, EC20 TRH enhancement. 360,000 tested, 0.66% active. P34981; in the data active = enhancement above about 30%; note: 0% is about no effect
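Enhancer read-out: after compound pinning and an initial kinetic agonist-mode read, an EC20 of TRH (10 nM final) was injected and fluo-8 calcium signal (Ex 480/Em 530) followed at 1 s/cycle for 100 cycles in TRHR-expressing cells.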
D1 potentiator: potentiators of human D1 dopamine receptor | P21728 | HEK293 TREx D1 cells, calcium flux, dopamine EC20 potentiation | potentiation, % at 10 µM | 360,000 tested, 0.036% active | AID 504651; in the data active = potentiation above about 30%; note: 0% is about no effect
TRHR ag: activates the human TRH receptor; TRHR cells, calcium flux fluo-8, FDSS agonist mode; activation, % at 2 µM; 360,000 tested, 0.18% active; note: 0% is about no effect
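Read-out: compound-evoked intracellular calcium rise in TRHR cells, fluo-8 dye, kinetic FDSS fluorescence at 1 s/cycle following a 10-cycle baseline. Cells cultured overnight before dye loading (30 min–1.5 h, RT).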
Numbers without * were called inactive; ? = inconclusive; . = no result given. Cut-off read from the data, not from the text of the source, unless noted: active = activation above about 30%; inactive = the rest. No enrichment for hits; any-hit rate near 7.3%.

SMILES	RXFP1 antag	D2 antag	D2 PAM	D2 agonist	D1 agonist	D1 antag	TRHR PAM	D1 potentiator	TRHR ag
NC(=O)C1CCN(C(=O)c2ccccc2SCC(=O)NCC2CCCCC2)CC1	3	-6	-3	0.4	2	-8	0	-2	0.8
COc1ccc(S(=O)(=O)N2CCOCC2)cc1NC(=O)CSc1n[nH]c(C(C)C)n1	-7	-15	-2	-0.6	2	-5	0	10	-2.0
COc1ccc(C(CNC(=O)c2oc3c(Cl)cccc3c2C)N2CCCC2)cc1 (stereo unspecified)	-20	39*	-21	0.3	2	28	2	-5	0.0
O=C1C2C3C=CC(C3)C2C(=O)N1c1ccc(-c2nc3ccccc3c(=O)o2)cc1 (stereo unspecified)	1	-18	10	0.2	2	-5	1	-2	0.1
C/C=C\C=C/C(=O)Nc1cccc(C2=NOC3(C2)C[C@@H](C(N)=O)N(C(=O)CCCCC)C3)c1 (stereo partly specified)	.	8	-6	-0.7	1	3	-3	0	-0.5
COc1cccc(-c2nc(CS(=O)(=O)CC(=O)N3CCN(c4ccccn4)CC3)c(C)o2)c1	8	-9	9	0.1	1	-9	-6	-8	-0.5
COC(=O)c1ccc2c(c1)N(C)CCS2	-1	4	-5	1.7	1	5	0	-1	0.1
Cc1cc(Cl)ccc1OC(C)C(=O)NC(C)C1CCCO1 (stereo unspecified)	-3	0	7	0.2	1	8	6	-3	1.1
NC(CO)c1cn([C@@H](CCC(=O)O)C(=O)N2CCNCC2)nn1 (stereo partly specified)	.	10	-5	-0.1	-1	2	-2	2	0.2
CCN(Cc1nc2cc(Cl)ccc2c(=O)[nH]1)C(=O)c1cccc(NC(=O)c2cccs2)c1	-13	-4	6	-0.5	1	-11	-1	-6	2.9
Cc1ccc(-n2c(-c3ccccc3)n[nH]c2=S)c(C)c1	-17	21	12	0.1	8	-2	0	4	-1.1
CCOC(=O)c1ccccc1NC(=O)Cn1c(=O)n(Cc2ccc(C(=O)NCc3ccc4c(c3)OCO4)cc2)c(=O)c2ccccc21	.	.	-3	1.2	4	-1	8	0	1.9
COc1ccccc1OCC(=O)Nc1c2c(nn1-c1ccccc1)CS(=O)(=O)C2	9	-13	18	-0.1	5	-30	8	-7	0.5
CN(C)/C=C/C(=O)c1cnc2n(c1=O)CCS2	-2	3	-7	2.4	2	0	-6	3	0.8
CC(=O)Nc1cc(O)cc(O)c1	-11	15	-4	-3.3	0	-10	13	-2	-0.1
COc1ccccc1Cn1c(CNS(=O)(=O)c2ccc(CC(C)C)cc2)nc2cccnc21	-9	.	-4	1.0	1	18	14	-4	0.1
c1ccc(-c2nc3ccccc3[nH]2)cc1	.	-3	1	0.4	0	3	13	2	-0.1
Cc1cccc(OCC(=O)Nc2ccc(C(=O)c3ccc(C(=O)O)cc3)cc2)c1	-10	9	2	0.7	2	-6	0	-4	-0.2
O=C(N/N=C1\CCCc2ccccc21)c1cccc(Br)c1	7	5	-6	-0.1	0	6	3	-4	0.2
COc1cc2cc(C(c3nnnn3C3CCCC3)N(C)C3CCCCC3)c(=O)[nH]c2cc1OC (stereo unspecified)	14	3	-10	0.5	-1	7	0	-2	-0.3
Cc1noc(NC(=O)c2ccc(F)cc2)c1C#N	5	-1	7	1.3	5	-1	-3	-7	1.0
Cc1oc(-c2ccc(C(=O)Nc3ccc(F)cc3)cc2)nc1COc1ccccc1	-5	.	-5	1.7	3	2	8	0	1.0
CC(=O)c1c(C)[nH]c(C(=O)N2CCN(C(=O)c3ccco3)CC2)c1C	1	-5	10	0.9	2	17	4	-8	0.8
Cc1cc(C)n(C(=O)CNC(=O)c2ccc(Cl)cc2Cl)n1	-12	-8	1	-0.5	-3	-27	-2	-10	0.4
O=C1COc2ccc(C(=O)COC(=O)/C=C/c3cccc(F)c3)cc2N1	2	-1	-10	0.6	6	-1	-9	-3	-0.3

Next results:
SMILES	RXFP1 antag	D2 antag	D2 PAM	D2 agonist	D1 agonist	D1 antag	TRHR PAM	D1 potentiator	TRHR ag
O=C(CC1N=C(Cc2ccccc2)NNC1=O)N/N=C/c1ccc([N+](=O)[O-])cc1 (stereo unspecified)	-1	-3	4	0.7	0	3	2	-5	0.3
CN(C)c1ccc(C(=S)N2CCN(c3ccccc3)CC2)cc1	-6	19	-9	4.9	0	0	-2	-6	-0.3
CCOC(=O)C1(CC2CCCCO2)CCN(Cc2nccn2-c2ccc(OC)cc2)CC1 (stereo unspecified)	6	-14	-4	1.6	2	16	-9	6	0.7
Cc1ccc(S(=O)(=O)N2CCCCC2)cc1NC(=O)COC(=O)c1cc[n+]([O-])cc1	-6	1	-3	-0.9	5	-18	-9	-5	-1.2
CNS(=O)(=O)c1cccc(C(=O)OCC(=O)Nc2ccc(OC)cc2[N+](=O)[O-])c1	4	11	11	1.0	4	-5	0	-3	0.2
Cc1ccc(C(=O)NNC2=NC(C)(C)Cc3ccccc32)cc1	2	2	-9	-0.7	-1	-10	-1	-9	0.0
COc1cccc(/C(O)=C/C(=O)C(=O)Nc2ccc(S(=O)(=O)NC(C)=O)cc2)c1	29	-2	5	-1.9	1	1	3	3	-1.3
CC1CCCC(NC(=S)NC(=O)c2cncc(Br)c2)C1C (stereo unspecified)	-3	1	3	0.3	2	22	-8	3	0.0
CC(OC(=O)C1CC(O)CN1S(=O)(=O)c1ccccc1[N+](=O)[O-])C(=O)N1CCCCC1 (stereo unspecified)	-6	0	10	1.5	2	30	8	-2	0.3
CCCCNS(=O)(=O)NC(=O)C1=C(N2CCCC2)COC1=O	.	8	9	-0.7	2	7	0	1	0.8
COc1ccccc1NC(=O)C1=C(C)NC(SCC(=O)c2ccc(C)cc2)=C(C#N)C1c1ccco1 (stereo unspecified)	.	6	-3	0.0	17	11	0	5	5.8
Cc1cccc(OCC(=O)N2CCCc3ccccc32)c1	3	-10	-6	0.2	4	14	10	-2	-0.7
Cc1ccc(NC(=S)Nc2c(C)n(C)n(-c3ccccc3)c2=O)cc1Cl	0	.	.	.	1	-1	-1	-2	0.2
COCCn1c(SC(C)C(=O)Nc2ccc3c(c2)OCCO3)nc2ccccc2c1=O (stereo unspecified)	1	15	11	-0.3	6	-4	10	0	-0.5
Cc1cccc(-n2c(N)cc(=O)nc2SCC(=O)Nc2nnc(CC(C)C)s2)c1	.	5	11	-0.4	2	-5	-8	-2	0.0
COc1ccc(CNc2ccc(Br)cc2)cc1	-1	2	-1	1.3	4	-9	5	0	0.2
O=C(CN1CCOCC1)Nc1ccc(OC(F)(F)F)cc1	7	7	1	-0.3	3	1	-4	-1	-0.3
O=C(O)CCC(=O)Nc1ccc(C(=O)OCC(=O)c2ccc(Cl)cc2Cl)cc1	-67*	-9	-1	0.2	3	-16	0	-3	1.0
Cc1ccc(N2C(=O)CC(N3CCN(S(=O)(=O)c4ccccc4)CC3)C2=O)c(C)c1 (stereo unspecified)	-5	4	-3	0.4	2	17	-6	5	-0.3
O=C(C1=C(O)C(=O)N(CCN2CCOCC2)C1c1cccc([N+](=O)[O-])c1)c1cccs1 (stereo unspecified)	-11	-11	-4	2.3	1	-19	-4	-4	-0.5
COc1ccc(OC)c(NC(=O)C(=O)N/N=C/c2ccccc2[N+](=O)[O-])c1	5	-5	4	0.8	0	-34*	23	-7	1.3
CCNc1nc(Cl)nc(N(NC(C)=O)C(C)CC)n1 (stereo unspecified)	10	12	10	-0.7	1	1	17	2	0.6
Cc1noc(C)c1COc1ccccc1C(=O)NNC(=O)C(C)Oc1ccccc1F (stereo unspecified)	-20	-7	1	0.2	0	-4	1	-3	-0.2
CCCn1c(N)c(C(=O)CSc2n[nH]c(-c3ccc(C)cc3)n2)c(=O)[nH]c1=O	-15	-3	-9	0.0	3	-1	-1	-1	0.7
CN(CP(=O)(O)CCc1ccccc1)S(C)(=O)=O	-7	-28	-16	-0.1	4	2	4	-4	-0.1

More compounds follow:
SMILES	RXFP1 antag	D2 antag	D2 PAM	D2 agonist	D1 agonist	D1 antag	TRHR PAM	D1 potentiator	TRHR ag
Cc1ccc(-c2ccnc3nc(-n4cccc4)nn23)o1	0	12	3	-1.8	1	6	-1	-4	-0.3
Cc1cc(NC(=O)c2ccc(Cl)cc2)n(CCOC(=O)c2ccc(Cl)cc2)n1	19	16	-3	-0.6	2	-10	-7	5	0.2
CCOc1ccc2nc(N3C(=O)CNC3=S)sc2c1	?	.	-1	.	5	3	-3	20	-1.5
COc1ccc(N(C)C(=O)CCn2cnc3onc(-c4ccc(F)cc4)c3c2=O)c(OC)c1	-11	.	5	0.5	2	0	-9	-2	-0.6
O=C(CCc1ccccc1)N=C1SC2CS(=O)(=O)CC2N1c1ccccc1F (stereo unspecified)	-2	5	6	-0.2	0	-10	-8	4	0.1
CC(C)(C)c1cc2cccnc2n1Cc1ccccc1	3	-14	-8	-0.2	4	-5	8	2	-0.3
Cc1nonc1NC(=O)CSc1nnc(N)s1	19	1	.	-2.9	2	-6	0	-15	0.6
CCCCCn1c(=S)[nH]c2ncccc2c1=O	-8	-7	5	0.5	3	32	-2	-6	0.7
CCOc1ncccc1C(=O)N1CCN(S(=O)(=O)c2ccccc2)CC1	-4	-15	3	-0.6	0	-10	-1	-7	-0.4
COc1cc(C(=O)N(CCN(C)C)CC2CCCN(Cc3ccccc3F)C2)ccc1C (stereo unspecified)	-11	.	.	.	1	-6	4	0	0.5
Cc1cccc2cc(CN(CC3CCCO3)C(c3nnnn3Cc3ccco3)C(C)C)c(=O)[nH]c12 (stereo unspecified)	0	-3	14	-0.5	2	6	4	-10	-1.3
Cc1ccc(-c2cc(C(=O)Nc3cnn(C(C)C)c3)no2)cc1	-11	-16	4	-0.3	22	-17	2	-5	-0.5
O=C(Nc1ccc2c(c1)OCCO2)C(=S)NCc1ccccc1	-8	10	-5	-0.3	5	8	-1	2	0.5
CS(=O)(=O)N(CC(=O)NCc1ccccc1)Cc1ccc(Cl)cc1	5	-3	6	0.1	1	-6	1	2	0.0

Exported field by field: entries from further up
> Cc1ccc(-c2ccnc3nc(-n4cccc4)nn23)o1
  RXFP1 antag = 0
  D2 antag = 12
  D2 PAM = 3
  D2 agonist = -1.8
  D1 agonist = 1
  D1 antag = 6
  TRHR PAM = -1
  D1 potentiator = -4
  TRHR ag = -0.3
> Cc1nonc1NC(=O)CSc1nnc(N)s1
  RXFP1 antag = 19
  D2 antag = 1
  D2 PAM = .
  D2 agonist = -2.9
  D1 agonist = 2
  D1 antag = -6
  TRHR PAM = 0
  D1 potentiator = -15
  TRHR ag = 0.6
> CS(=O)(=O)N(CC(=O)NCc1ccccc1)Cc1ccc(Cl)cc1
  RXFP1 antag = 5
  D2 antag = -3
  D2 PAM = 6
  D2 agonist = 0.1
  D1 agonist = 1
  D1 antag = -6
  TRHR PAM = 1
  D1 potentiator = 2
  TRHR ag = 0.0
> COc1ccc(N(C)C(=O)CCn2cnc3onc(-c4ccc(F)cc4)c3c2=O)c(OC)c1
  RXFP1 antag = -11
  D2 antag = .
  D2 PAM = 5
  D2 agonist = 0.5
  D1 agonist = 2
  D1 antag = 0
  TRHR PAM = -9
  D1 potentiator = -2
  TRHR ag = -0.6

From PubChem
